Source: PubChem BioAssay
Mm-Cpn inhibitor – inhibitors of Methanococcus maripaludis chaperonin (MmCpn); purified Mm-Cpn ATPase, ADP Transcreener TR-FRET; Potency, µM (top dose mostly 76.9 µM), without a hit: top-dose activity, negative = inhibition, most hits filed as inhibitors; 330,000 tested, 0.031% active; note: potency is the fitted concentration of half-maximal effect; % is set by controls: 0 for no effect and ±100 for the full control effect; nearly all actives have a fitted effect of over 80% in size
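Reaction buffer contained 30 mM Tris pH 7.4, 100 mM KCl, 5 mM MgCl2 and 1 mM DTT. Mm-CPN (25 nM final) hydrolysed 10 uM ATP over 30 min at 37°C; ADP was read by HTRF.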
TGFb inhibitor – TGF-b pathway inhibition | HepG2 CAGA-GFP TGF-b/SMAD3 reporter, GFP fluorescence, 18 h; TGF-beta stimulated, 500 pg/mL final | Potency, µM (series often up to 46.1 µM), inactives show top-dose activity, negative = inhibition, most hits filed as inhibitors | 410,000 tested, 1.2% active | AID 588855; note: potency is the fitted concentration of half-maximal effect; % is set by controls: 0 for no effect and ±100 for the full control effect; nearly all actives have a fitted effect of over 65% in size
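HEPG2 CAGA-GFP, 1000 cells/well; 2 h settle, 37 C; cpd via pin tool; TGF-b 500 pg/mL final; 18 h, 37 C; GFP imaging ex488/em500-530; %Activity normalised to -TGF-b and +DMSO controls; CRC fit, curve class.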
HepG2 tox – kills HepG2 cells in TGF-b inhibitor counter-screen. HepG2 CAGA-GFP viability, ATP luminescence, 18 h. Potency, µM (highest dose often 46.1 µM), for inactives: at the highest dose activity change, negative = cytotoxicity, usual class: cytotoxic. 410,000 tested, 0.76% active. AID 588856; note: potency is the fitted concentration of half-maximal effect; some results filed as inactive show a strong effect at the top dose
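CellTiter-Glo luminescence gave cytotoxicity after 18 hours at 37 degrees C. The cells were HepG2 CAGA-GFP in 1% FBS DMEM, stimulated with 500 pg/mL TGF-beta after compound addition. %Activity was normalised to no-cell wells (complete cell-killing) and DMSO (no toxicity), and curves were fitted and classified.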
CCT chaperon mod – changes cytosolic chaperonin activity; activity change, % (no concentration beside the values), hits read low; purified chaperonin ATPase assay, HTRF ADP detection, 30 min; AID 651819; 360,000 tested, 0.3% active; in the data active = activity change below about -30%; note: % is set by controls: 0 for no effect and ±100 for the full control effect
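Nucleotide hydrolysis assay: TRiC at 20–40 nM final (set by batch activity) with 10 uM ATP, 30 min at 37 °C, in presence of 76 uM compound. Detection by competitive ADP HTRF, 30 min ambient.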
Nrf2 ARE act – activators of Nrf2 (ARE) signaling; AREc32 ARE-luciferase reporter (MCF7-derived line), luminescence, 24 h; Potency, µM (titrated, usually from 46.1 µM), for inactives: top-dose activation, most hits filed as activators; 410,000 tested, 0.31% active; note: potency is the fitted concentration of half-maximal effect; % of control where 0% means no effect; nearly all actives have a fitted effect of over 65% in size
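ARE-driven firefly luciferase activity in AREc32 cells measured after a 24 hr compound exposure at 37 deg C, using Steady-Glo reagent and a 30 min room-temperature hold.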
S2 tox – reduces viability in counter-screen for ATXN expression inhibitors; S2 cells (HEK-293 line with an ATXN2-luciferase reporter) viability, CellTiter-Fluor protease fluorescence, 24 h; 400,000 tested, 0.49% active; Potency, µM (top dose mostly 56.7 µM), usual class: cytotoxic; note: potency is the fitted concentration of half-maximal effect; nearly all actives have a fitted effect of over 40% in size
Nrf2 inh – inhibitors of Nrf2 signaling. A549 ARE-Fluc reporter, luciferase luminescence, 18-24 h. Potency, µM (doses to about 46 µM), for the others: top-dose activity change, negative = inhibition, actives largely listed as inhibitors. 360,000 tested, 2.1% active; note: potency is the fitted concentration of half-maximal effect; % is set by controls: 0 for no effect and ±100 for the full control effect; nearly all actives have a fitted effect of over 60% in size
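Concentration-response testing used A549 ARE_Fluc cells at 5000 cells/well. Following an 18-24 h compound incubation, viability was read by fluorescence (Ex 405/Em 525) and luciferase output by luminescence.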
Akt phos inh – Akt phosphorylation inhibition; Neuro2A IGF-stimulated pAkt S473 HTRF, 20 min; hits give low values; activity change, % for hits at 50 µM; 360,000 tested, 0.32% active; in the data active = activity change below about -80%; inconclusive = mostly about -51% to -80%; note: % is set by controls: 0 for no effect and ±100 for the full control effect
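Single-point screen (50 µM final compound) in Neuro2A cells stimulated 20 min with 6 nM IGF at 37 deg C. After lysis, Ser473-phosphorylated Akt read by HTRF (ex 330 nm, em 615/665 nm) as the 665/615 ratio.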
A549 viability – A549 cytotoxicity, counter-screen for Nrf2 inhibitors. A549 ARE-Fluc cells, CellTiter-Fluor viability, 18-24 h. Potency, µM (doses to about 46 µM), for the others: at the top dose activity change, negative = cytotoxicity, usual class: inhibitors. 390,000 tested, 0.16% active; note: potency is the fitted concentration of half-maximal effect; % is set by controls: 0 for no effect and ±100 for the full control effect
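A549 ARE_Fluc cells in 5% FBS OPTI-MEM were exposed to compounds in concentration-response for 18-24 h at 37 deg C. Viability was read by CellTiter-Fluor fluorescence (Ex 405/Em 525) after 30 min, before the luciferase read.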
* marks the source's active call; other numbers are inactive results; i = inactive; ? = inconclusive; · = no result given; [ ] = another dose, or the depositor's remark. Unless noted, calls come from the whole dose curve; as a rule, active = well fitted curve in the direction sought with a large enough effect; inconclusive = small, poorly fitted or top-dose-only effect, or another doubt; inactive = no such curve, though single readings can be large; an effect the other way counts as inactive or inconclusive.

SMILES	Mm-Cpn inhibitor	TGFb inhibitor	HepG2 tox	CCT chaperon mod	Nrf2 ARE act	S2 tox	Nrf2 inh	Akt phos inh	A549 viability
COc1ccc(OC)c(CCNC(=O)CCCC(=O)n2ncc3cc(C)ccc32)c1	-10%	5%	0%	0.1	0.0%	i	8%	i	-5%
COc1ccc(C(=O)Nc2nnc(S(=O)(=O)N3CCN(c4ccc(F)cc4)CC3)s2)cc1	·	-1%	-19%	·	0.0%	i	7%	·	1%
Nc1cc(-c2ccc(Br)cc2)nn1S(=O)(=O)c1cccc2nsnc12	0%	?	-45%	1.8	0.8%	i	-22%	i	0%
Cc1cc(C)c2oc(C(=O)Nc3sc4c(c3C(=O)NCc3ccco3)CCC4)cc(=O)c2c1	·	17%	2%	·	-1.2%	?	8%	·	0%
COc1cccc(CNC23CC4CC(CC(C4)C2)C3)c1OCc1ccccc1	4%	?	-73%	-0.3	-2.4%	?	-17%	i	?
Cc1ccccc1C(=O)NC(C)C(c1cccs1)N1CCOCC1 (stereo unspecified)	1%	-3%	1%	-4.5	0.4%	i	11%	i	2%
CCOC(=O)C1CCC(CN(Cc2c(Cl)cccc2Cl)S(=O)(=O)c2ccc(Cl)cc2)CC1 (stereo unspecified)	·	0%	-2%	·	0.3%	·	·	·	-17%
CC(=O)C1=C(O)C(=O)N(c2ccc(O)cc2)C1c1ccc(F)cc1 (stereo unspecified)	1%	-6%	-4%	-3.5	-0.6%	i	2%	i	-3%
Cc1ccc2c(cnn2C(=O)CCC(=O)NCc2cccc(Cl)c2)c1	-1%	-8%	-2%	-3.2	-0.5%	i	17%	i	3%
CCOc1ccc(N(CC)S(=O)(=O)N2CCCC(C(=O)NCc3ccc(Cl)cc3)C2)cc1 (stereo unspecified)	·	18µM*	-20%	·	-0.1%	·	?	·	-2%
O=C(COC(=O)Cc1cccs1)Nc1cc(S(=O)(=O)N2CCOCC2)ccc1Cl	2%	6%	4%	-0.8	-0.8%	i	-2%	i	-3%
C=CCc1ccc(OCCCNC2CCCC2)c(OC)c1	·	8%	-41%	1.1	-0.3%	i	?	i	-3%
CCN(c1ccccc1C)S(=O)(=O)c1nnc(NC(=O)c2ccc(OC)c(OC)c2)s1	·	0%	-3%	·	0.6%	·	?	·	1%
Cc1ccc(S(=O)(=O)NC(CC(C)C)C(=O)N2CCC(C)CC2)cc1 (stereo unspecified)	0%	-11%	14%	1.7	-0.3%	i	-21%	i	?
CC1(C)O[C@H]2[C@@H](O1)[C@@H](C(=O)Nc1cc(F)ccc1F)O[C@@H]1OC(C)(C)O[C@@H]12	·	2%	-4%	·	-0.4%	·	?	·	1%
COc1ccc(C(CNC(=O)c2ccc(OCc3cscn3)cc2)N2CCCC2)cc1 (stereo unspecified)	·	-16%	-50%	-1.9	0.7%	?	·	i	·
CCOC(=O)N1CCN(C(=O)c2ccc(NS(=O)(=O)c3ccc(C)cc3)cc2)CC1	2%	-4%	5%	-1.1	-0.4%	i	?	i	-7%
CCOc1cccc2cc(-c3cn4cc(C)ccc4n3)c(=O)oc12	0%	3%	3%	0.6	-0.5%	?	20%	i	-1%
CCc1ccc(S(=O)(=O)c2cn(CC)c3cc(N4CCCCC4)c(F)cc3c2=O)cc1	·	-16%	-7%	·	-1.0%	·	-26%	·	-5%
COC(=O)c1c(C)c2c(C)cc3ccccn3c-2c1C(=O)OC	0%	?	-15%	-2.7	-0.7%	?	-27%	-104%*	-16%
CN(CC(=O)Nc1c(Cl)cccc1Cl)C(=O)c1sccc1-c1ccccc1	-3%	-3%	-86%	-2.5	1.5%	i	-1%	i	-8%
C[C@H](c1ccccc1)N1C[C@H](COCc2ccccc2)Oc2cc(N3CCC[C@H]3CO)ccc2S1(=O)=O	·	·	·	0.5	0.0%	?	·	i	·
O=C1c2cccnc2C(=O)N1Cc1ccco1	1%	-3%	-6%	-1.6	-0.3%	i	9%	i	1%
CCCN(CCC)C(=O)CSc1c2c(nc3ccc(Cl)cc13)CCCC2	·	-29%	-97%	·	-1.5%	·	-6%[9.27 µM]	·	-23%
Cc1ccc(S(=O)(=O)CCC(=O)Nc2ccccc2N2CCCC2)cc1	0%	-4%	-32%	-0.7	-0.1%	i	-9%	i	4%

Ordered by formula weight (largest number first): part of the list above.
SMILES	Mm-Cpn inhibitor	TGFb inhibitor	HepG2 tox	CCT chaperon mod	Nrf2 ARE act	S2 tox	Nrf2 inh	Akt phos inh	A549 viability
CCN(c1ccccc1C)S(=O)(=O)c1nnc(NC(=O)c2ccc(OC)c(OC)c2)s1	·	0%	-3%	·	0.6%	·	?	·	1%
COc1ccc(C(CNC(=O)c2ccc(OCc3cscn3)cc2)N2CCCC2)cc1 (stereo unspecified)	·	-16%	-50%	-1.9	0.7%	?	·	i	·
Cc1ccc(S(=O)(=O)CCC(=O)Nc2ccccc2N2CCCC2)cc1	0%	-4%	-32%	-0.7	-0.1%	i	-9%	i	4%
COC(=O)c1c(C)c2c(C)cc3ccccn3c-2c1C(=O)OC	0%	?	-15%	-2.7	-0.7%	?	-27%	-104%*	-16%

Carrying on:
SMILES	Mm-Cpn inhibitor	TGFb inhibitor	HepG2 tox	CCT chaperon mod	Nrf2 ARE act	S2 tox	Nrf2 inh	Akt phos inh	A549 viability
CC(C)(CNC(=O)c1cc2ccccc2o1)N1CCOCC1	0%	1%	8%	0.8	0.1%	i	16%	i	14%
Cc1c(C)n(C)c2ccc(C(=O)NCc3cccs3)cc12	-2%	-13%	3%	0.1	0.1%	i	-8%	i	-3%
CCC1CN(C(=O)Nc2cc(Cl)c(OC)cc2OC)c2ccccc2O1 (stereo unspecified)	·	0%	3%	·	0.7%	·	25%	·	0%
COc1cccc(-n2sc3c(c2=S)-c2cc(OC)ccc2NC3(C)C)c1	3%	-6%	-3%	1.6	-0.7%	?	-30%	i	-20%
CCN(CC)S(=O)(=O)c1cccc(NC(=O)COC(=O)c2cncc(Br)c2)c1	?	-1%	6%	-6.3	-0.8%	?	9%	i	4%
CNC(=O)C(NC(=O)Nc1ccc(C)cc1)C(C)(C)C (stereo unspecified)	-2%	10%	0%	-2.7	-0.3%	?	-8%	i	3%
O=C(C1CCCN(S(=O)(=O)c2cccc3nsnc23)C1)N1CCN(c2ccccc2Cl)CC1 (stereo unspecified)	·	14µM*	-36%	·	-1.0%	i	?	·	-2%
CCc1ccc(OCc2nnc(SCC(=O)N3CCOCC3)o2)cc1	-5%	0%	13%	-0.7	-0.9%	i	0%	i	1%
CCCCc1nnc(NC(=O)c2ccc(S(=O)(=O)N3CCOCC3)cc2)s1	1%	9%	1%	-0.6	2.8%	i	16%	i	1%
CCN(CC)c1ccc(NC(=O)Nc2ccccc2C(F)(F)F)cc1	-5%	10%	10%	2.2	3.2%	i	9%	-116%*	0%
COC(=O)c1c(-c2ccco2)csc1NC(=O)C1CC=CCC1C(=O)O (stereo unspecified)	-25%	1%	-12%	2.0	6.3%	i	1%	i	-2%
COC(=O)CNC(=O)c1ccccc1	·	-8%	-12%	1.2	0.4%	i	9%	i	9%
Cc1ccc2nc(SCC(=O)Nc3cc(C)on3)c(C)cc2c1	0%	-5%	-4%	-1.6	-0.2%	i	-23%	i	2%
COc1ccc(Br)cc1S(=O)(=O)NCCN1CCOCC1	-2%	3%	0%	0.2	-0.1%	i	12%	i	-7%
CCCC(C)C(=O)Nc1ccncc1 (stereo unspecified)	-1%	16%	5%	0.1	-0.2%	i	-18%	i	11%
CN(C)CCNc1nc2c(c(=O)[nH]c(=O)n2C)n1CC(O)COc1ccc(Cl)cc1 (stereo unspecified)	-6%	1%	5%	-0.8	0.1%	i	-21%	i	11%
O=C(CNC(=S)N(Cc1ccc(F)cc1)C1CCCCC1)NC1CC1	-2%	-5%	-32%	-2.9	2.9%	i	·	i	12%
CCOC(=O)C1CCN(S(=O)(=O)c2ccc(C(=O)OC)cc2)CC1	·	15%	-3%	1.3	-0.8%	i	5%	i	0%
CC(Sc1nc2ccccc2s1)C(=O)NC1CCCc2ccccc21 (stereo unspecified)	0%	-14%	9%	-1.5	-0.3%	i	5%	i	12%
Cc1cccc(C)c1N(C(=O)c1ccco1)C(C(=O)NC1CCCC1)c1ccncc1 (stereo unspecified)	2%	?	-51%	0.2	0.0%	i	?	i	0%
Cc1cc(C)cc(C(=O)N2CC(=O)Nc3ccccc32)c1	1%	10µM*	-11%	1.8	-0.2%	?	?	i	-22%
Cc1cccc(N2CCN(c3nc4ccc(C(=O)c5ccccc5)cc4n4cnnc34)CC2C)c1 (stereo unspecified)	·	0%	2%	·	-0.3%	·	10%	·	-1%
Fc1ccc(NC(=S)NCc2ccc3c(c2)OCO3)cc1	-13%	-4%	-3%	-1.0	4.6%	i	0%	i	7%
O=C(O)CN1CCN(CC(=O)O)CCN(CC(=O)O)CCN(CC(=O)O)CC1	1%	20%	6%	0.7	-1.4%	i	6%	i	-1%
COc1ccc(N2CCN(C(CNC(=O)CC(C)(C)C)c3ccc4c(c3)OCO4)CC2)cc1 (stereo unspecified)	-2%	-3%	-17%	-3.7	-0.1%	i	-1%	i	0%
O=C(CN1C(=O)NC2(CCCC2)C1=O)OCc1ccccc1F	0%	0%	-28%	-2.2	-0.5%	i	16%	i	7%
COc1ccc(C(CNC(=O)C(C)Oc2ccc(Br)cc2)N2CCOCC2)cc1 (stereo unspecified)	-1%	-14%	-29%	-0.8	0.1%	i	-3%	i	1%
CCC(C)N(C(=O)Cn1nnc(-c2ccc(Cl)cc2)n1)C1CCS(=O)(=O)C1 (stereo unspecified)	-13%	-10%	-4%	0.1	0.0%	i	-7%	i	-8%
Cc1noc(C)c1C(=O)OCC(=O)N(C)C1(C#N)CCCCC1	-1%	-7%	-1%	-0.5	0.8%	i	?	i	-3%
O=C(Nc1nccc(-c2cccs2)n1)c1ccccc1Cl	-4%	2%	4%	-0.7	5.7%	i	26%	i	?
